Screening results (PubChem)
GSK3B inh = human GSK3beta kinase inhibitors, primary screen, biochemical, cell-free homogeneous, HTS | GST-GSK3beta kinase, ADP-Glo luminescence, 60 min; stronger effect = lower value | activity score (negative = inhibition), % at 10 µM | actives 0.038% (n = 300,000) | AID 2097, 2009;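 active = more than half of replicate wells score below -50%, meaning over 50% inhibition versus plate controls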;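 also: 0% = median DMSO wells and -100% = median GW8510 positive control wells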
Target sequence (P49841 whole entry, looked up): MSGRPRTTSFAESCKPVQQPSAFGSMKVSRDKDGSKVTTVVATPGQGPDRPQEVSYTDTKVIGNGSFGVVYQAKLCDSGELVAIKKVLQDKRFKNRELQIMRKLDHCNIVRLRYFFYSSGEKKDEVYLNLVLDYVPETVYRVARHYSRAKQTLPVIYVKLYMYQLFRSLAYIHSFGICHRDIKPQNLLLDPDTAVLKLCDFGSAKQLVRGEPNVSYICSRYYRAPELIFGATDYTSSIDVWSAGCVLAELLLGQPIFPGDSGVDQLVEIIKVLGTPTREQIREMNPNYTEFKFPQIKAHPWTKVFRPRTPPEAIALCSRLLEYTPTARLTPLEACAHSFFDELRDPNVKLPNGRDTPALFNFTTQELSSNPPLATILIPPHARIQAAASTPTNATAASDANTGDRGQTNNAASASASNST
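Test system: GST-tagged human GSK3beta kinase, cell-free; evaluation: activity score scaled between in-plate DMSO and GW8510 controls; measured by: ADP-Glo luminescence; incubation: 60 min reaction, RT; benchmarks: DMSO and 20 µM GW8510; reagent: peptide substrate plus 25 µM ATP (final); medium: Tris/MgCl2 kinase buffer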
HSP90 inh = HSP90 inhibitors, primary screen, cell lysate, luminescence; inhibition, % at 5.6 µM; Rabbit reticulocyte lysate, luciferase refolding luminescence, 3 h; actives 0.91% (n = 290,000); Heat shock protein HSP 90 (rabbit reticulocyte lysate; luciferase refolding);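 active = inhibition above the screen-wide mean plus 3 SD, computed separately per campaign, cut at about 16% in these data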;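 also: 0% = DMSO wells and 100% = 60 µM geldanamycin wells; inhibitors lower the luminescence because luciferase stays unfolded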
KLF5 inh = KLF5 expression inhibitors, primary screen, DLD-1 cells, luminescence | DLD-1 KLF5 promoter-luciferase reporter | inhibition, % at 5 µM | actives 0.23% (n = 290,000);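 active = inhibition above a per-plate limit of that plate's mean compound inhibition plus 3 SD, cut at about 60% in these data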;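 also: 0% = DMSO wells and 100% = LY294002 at 200 µM; higher means less KLF5 promoter-driven luciferase light; inactives centre near -14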
GSK3 alpha inh = blockers of GSK3A enzyme activity – biochemical, luminescence, cell-free homogeneous, HTS, primary screen. GSK-3 alpha kinase, ADP-Glo luminescence, 60 min. Glycogen synthase kinase-3 alpha (Homo sapiens), P49840. AID 2650, 2010. inhibition, % at 10 µM. actives 0.1% (n = 320,000);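 in the data active = inhibition above about 50%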;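 also: GST-tagged GSK-3 alpha with peptide substrate and 25 µM ATP; 0% = DMSO neutral wells and 100% = GW8510 positive control wells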
Target sequence (P49840 whole entry, looked up): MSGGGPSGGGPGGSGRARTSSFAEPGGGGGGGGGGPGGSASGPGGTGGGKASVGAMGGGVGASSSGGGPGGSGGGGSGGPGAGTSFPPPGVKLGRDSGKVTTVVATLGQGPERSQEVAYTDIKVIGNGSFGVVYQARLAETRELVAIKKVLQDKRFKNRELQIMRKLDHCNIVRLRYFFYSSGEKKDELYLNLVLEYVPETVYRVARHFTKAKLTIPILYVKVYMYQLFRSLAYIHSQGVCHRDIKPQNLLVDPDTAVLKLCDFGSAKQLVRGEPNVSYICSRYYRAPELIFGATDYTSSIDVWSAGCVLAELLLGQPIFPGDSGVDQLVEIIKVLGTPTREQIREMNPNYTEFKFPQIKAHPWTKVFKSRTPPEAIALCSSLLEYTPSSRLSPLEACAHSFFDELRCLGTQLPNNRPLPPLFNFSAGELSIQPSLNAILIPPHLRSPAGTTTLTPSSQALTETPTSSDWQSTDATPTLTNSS
AI-2 QS modul = Vibrio harveyi AI-2 quorum sensing modulators, primary screen, JMH597 strain, luminescence/OD600 ratio; Vibrio harveyi JMH597 AI-2 luminescence/OD600 ratio, 9 h; stronger effect = lower value; strain lacks LuxN and CqsS sensors; 0 = neutral-control median; activity change, % at 7.5 µM; actives 0.4% (n = 300,000); in the data active = activity change below about -75%, passing the limit was not always enough;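 also: luminescence divided by OD600 gain over 9 h not by final OD600 alone; inactives centre near 13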
HSF-1 act = HSF-1 activators, primary screen, NIH3T3-HGL cells, MG132 stress, luminescence, single point. NIH3T3-HGL HSF-1 luciferase reporter, 8 h; 100% = twice DMSO control signal. activation, % at 9 µM. actives 1.7% (n = 300,000). AID 504408, 2011;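 active = mean replicate activation of at least 50% with a set share of replicates each reaching 50%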;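 also: 0% = median of the neutral control wells and 100% = twice that signal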
HSF1 inhib = HSF1 inhibitors in luciferase reporter cells, primary screen, cell-based, NIH3T3, luminescence | NIH3T3-HGL HSE-luciferase, MG132-induced, luminescence 8 h; stronger effect = lower value | activity change, negative = inhibition, % at 7.5 µM (by protocol) | actives 0.77% (n = 300,000);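 active = more than half of replicate wells show activity change below -50%, luminescence cut by over half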;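 also: luciferase reports HSF-1 transcriptional activity via heat shock element; 0% = median of DMSO wells and -100% = zero luminescence signal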
PolyA inhibitor = polyadenylation inhibitors in yeast reporter cells, primary screen, luminescence, S. cerevisiae; calls only at 12 µM; actives 0.02% (n = 300,000); S. cerevisiae SKY197-pL101 polyadenylation reporter, beta-gal luminescence; efflux-impaired pdr1/pdr3 knockout yeast; score 100 = 6 SD above DMSO;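 active = lowest replicate activity score at least 50, where 100 means six control SD above control mean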;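 also: yeast exposed to compound for 9 h at 30 °C; higher score means more reporter readthrough which indicates perturbed polyadenylation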
aSyn 5UTR inh = MLPCN primary screen, SNCA 5' untranslated region; alpha-synuclein 5'UTR reporter, inhibitor activity; inhibition, % (tested at 7.5 µM); actives 0.82% (n = 300,000); AID 1813, 2009; in the data active = inhibition above about 60%;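 also: H4 neuroglioblastoma cells stably carrying SNCA 5'UTR luciferase fusion; 0% = DMSO wells and 100% = positive control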
IEC-6 tox = cytotoxicity in IEC-6 intestinal epithelial cells, primary screen, cytotoxicity control for KLF5 inhibitor project, cell-based, luminescence; IEC-6 cytotoxicity, luminescence viability; actives 0.78% (n = 290,000); inhibition, % at 5 µM; in the data active = inhibition above about 22%;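 also: 0% = plate median of test compound wells and 100% = cytotoxic reference compound wells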
An asterisk follows results filed as active; i = inactive; . = no result given; & = joins results of further samples. Only part of the results is shown (hit frequency here may not be typical).

Start of the data: the first 3 entries (preview)
SMILES	GSK3B inh	HSP90 inh	KLF5 inh	GSK3 alpha inh	AI-2 QS modul	HSF-1 act	HSF1 inhib	PolyA inhibitor	aSyn 5UTR inh	IEC-6 tox
Cc1ccc(N=Cc2ccc(N(C)C)cc2)cc1	2	-2	0	-3	16	28	-1	i	-20	-11
Cc1ccc(N(CC(=O)NC(C)(C)C)C(=O)CS(=O)CC(=O)Nc2ccc(F)cc2)cc1 (stereo unspecified)	0	-1	15	-1	16	7	-4	i	5	-4
COc1ccc(-n2c(CN3CCN(c4ccccc4)CC3)nc3ccc([N+](=O)[O-])cc3c2=O)c(OC)c1	1	1	-11	-1	17	1	6	i	7	1

The list itself, from the start:
SMILES	GSK3B inh	HSP90 inh	KLF5 inh	GSK3 alpha inh	AI-2 QS modul	HSF-1 act	HSF1 inhib	PolyA inhibitor	aSyn 5UTR inh	IEC-6 tox
Cc1ccc(N=Cc2ccc(N(C)C)cc2)cc1	2	-2	0	-3	16	28	-1	i	-20	-11
Cc1ccc(N(CC(=O)NC(C)(C)C)C(=O)CS(=O)CC(=O)Nc2ccc(F)cc2)cc1 (stereo unspecified)	0	-1	15	-1	16	7	-4	i	5	-4
COc1ccc(-n2c(CN3CCN(c4ccccc4)CC3)nc3ccc([N+](=O)[O-])cc3c2=O)c(OC)c1	1	1	-11	-1	17	1	6	i	7	1
COc1ccc(C(NC(C)=O)c2c(O)ccc3ccccc23)cc1OC (stereo unspecified)	1	-7	-7	-1	8	0	-5	i	2	0
COC(=O)c1cccc(NC(=O)C2COc3ccccc3O2)c1 (stereo unspecified)	-7	-1	-88	0	6	28	3	i	-137	-6
CCCC(C(=O)NC1CCCC1)N(CCCN1CCOCC1)C(=O)c1snc(C(N)=O)c1N (stereo unspecified)	2	-2	0	-1	18	-4	-6	i	6	0
CC(C)C(C(=O)NC1=NCCS1)c1ccc(Cl)cc1 (stereo unspecified)	0	-1	-4	-3	10	-19	-5	i	51	3
Cc1ccc(-c2nnn(CC(=O)N(c3cccc(F)c3)C(C(=O)NC3CCCC3)c3ccncc3)n2)o1 (stereo unspecified)	1	1	-3	-2	23	-1	6	i	-4	-4
CC(NC(=O)CSc1cccc(C(F)(F)F)c1)c1ccccc1 (stereo unspecified)	-1	1	-10	-1	12	13	4	i	8	-7
CCc1nnc(NC(=O)C2CCC2)s1	1	-1	-4	-3	10	24	9	i	8	-2
O=C1CC(Nc2ccc(N3CCOCC3)cc2)C(=O)N1c1ccccc1 (stereo unspecified)	-2	6	-51	1	14	-2	-3	i	5	-3
CCOc1ccc(N(CC(=O)NCc2ccco2)S(C)(=O)=O)cc1	7	5	-17	3	18	-3	-1	i	-19	5
Cc1cc(C)nc(/N=C(\N)N(Cc2ccccc2)Cc2ccccc2)n1	2	0	-36	0	24	-13	-3	i	-11	0
CCn1ncc(Br)c1C(=O)Nc1ccc(Cl)cn1	-4	5	-3	-2	9	-21	-5	i	-2	6
COc1ccc(C2(C)NC(=O)N(CC(=O)Nc3ccc(-c4nc5ccc(C)cc5s4)cc3)C2=O)cc1 (stereo unspecified)	0	3	-101	-1	25	8	13	i	-191	-3
CC(=O)Nc1ccc(C(=O)N2CCCc3ccccc32)cc1	-2	3	-40	0	-3	-3	-3	.	10	-1
O=C1C2C3C=CC(C3)C2C(=O)N1c1ccc2ccccc2n1 (stereo unspecified)	2	1	-5	-1	21	-11	5	i	7	-2
CC(=O)N1CCN(C(=O)CNc2cc(C(F)(F)F)ccc2OCC(F)(F)F)CC1	2	5	-4	-1	13	0	-2	i	-16	5
O=C1CCC(=O)N1OCCOc1ccc(Cl)c2ccccc12	3	1	-17	-3	12	19	8	i	-8	3
CC(C)Oc1ccc(C(=O)NC(C)(C)CO)cc1	2	0	2	0	17	-10	-9	i	-14	1
Clc1ccc(Cn2c(-c3cccnc3Cl)nc3ccccc32)cc1	-1	-2	-18	-2	-21	-1	2	i	-5	2
Cc1ccc(C(=O)OCC(=O)N2CC(=O)Nc3ccccc32)s1	4	-2	-35	-3	5	-4	3	i	29	3
CSc1nnc2n(-c3ccccc3)c(=O)c3c4c(sc3n12)CCC4	.	0	16	-1	.	.	.	.	.	3
Cc1cc(C)n(-c2nc(NCC(C)O)c3c4c(sc3n2)CCCC4)n1 (stereo unspecified)	1	-2	-36	-2	22	5	-2	i	-62	5
CC1CCN(C(=O)C(=O)c2cn(CC(=O)N3CCCCCC3)c3ccccc23)CC1	2	-1	-39	1	26	21	2	i	7	-7
CN(C)S(=O)(=O)c1ccc(C(=O)NCC2(N3CCCCC3)CCCCC2)cc1	0	-8	-1	1	-9	2	-6	i	-9	-2
CC(C)NC(=O)C(=O)NCCN1CCN(S(=O)(=O)c2ccc(Cl)cc2)CC1	-1	4	-9	0	-8	-6	-6	i	18	-3
Cc1ccc(N(C(=O)CCC(=O)Nc2cc(C)on2)C(C(=O)NC2CCCC2)c2cccs2)cc1 (stereo unspecified)	2	1	-43	-1	11	5	2	i	17	3
OCCCNc1nc(-c2ccc(Cl)cc2)nc2ccccc12	1	-5	-29	5	13	-25	-10	i	19	-6
COc1cccc(C(=O)COC(=O)CCCC(=O)NC2CCCCC2)c1	1	-5	-44	4	22	0	-7	i	-1	-12
O=C(Nc1ccccc1C(=O)N1CCCCCC1)c1ccc(Cl)cc1	0	-1	-28	-6	12	11	1	i	-8	-8
O=C(NCc1cccnc1)C(=O)N/N=C/c1ccccc1[N+](=O)[O-]	-3	5	-29	0	61	-4	2	i	-20	-2
CCn1c2c(c3cc(OCC(C)C)ccc31)CCCC2=O	3	-4	-19	0	14	-22	-5	i	39	7
COc1ccc(OC)c(S(=O)(=O)N(C)CC(=O)N2CCN(c3ccccc3)CC2)c1	3	-2	-10	2	30	-4	-6	i	10	-2
CCOc1cc(N2CCOCC2)c(OCC)cc1NC(=O)CSc1ncccn1	4	1	-18	0	32	0	5	i	6	5
COc1ccc(N2CCN(C(=O)c3ccc(C)c(NC(=O)c4ccco4)c3)CC2)cc1	-1	-2	-39	-1	19	-10	2	i	2	1
O=C(Cn1ccc2ccccc2c1=O)NCCC(=O)N1CCN(c2cccc(C(F)(F)F)c2)CC1	1	-3	-20	-5	20	14	7	i	21	-6
O=C(O)Cc1csc(-c2cccc(Oc3ccccc3)c2)n1	3&3	-3&0	13&-10	-6&-7	34&13	-7&6	0&-1	i	21&20	-3&9
O=C1C=C(N2CCOCC2)c2ccccc2C1=O	4	11	-17	-3	35	26	1	i	114*	-7
CCc1ccc(-c2cc(C)no2)cc1S(=O)(=O)NCCc1ccc(S(N)(=O)=O)cc1	-4	2	-11	0	9	13	-3	i	-11	-1
Nc1c(C(=O)c2ccc(Br)cc2)oc2ccccc12	1	-1	-34	0	11	5	-1	i	-174	15
CCn1nc(C)c(CN2CCC(n3nccc3NC(=O)CCCc3ccccc3)CC2)c1C	-1	-2	-26	-1	9	2	0	i	6	-5
COC(=O)c1cc(C(=O)OCC(=O)NCc2ccc3c(c2)OCO3)cc([N+](=O)[O-])c1	-3	-2	-13	1	-2	-2	-4	i	12	0
CCS(=O)(=O)N1CCC(C(=O)Oc2ccccc2OC)CC1	6	0	-17	3	23	-10	-5	i	2	-3
CCN(CC)CCCNC(=O)CCn1nc(-c2ccccc2)ccc1=O	1	-5	-20	-1	27	-1	-8	i	-2	-2
C=CCNC(=O)NC(=S)c1ccccc1	-2	4	-14	2	-6	18	5	i	-44	3
Cc1cc(C)c2cc(C(=O)N3CCc4ccccc4C3)[nH]c2c1	2	0	-9	0	16	14	-4	i	-23	9
COc1cc(-c2nc3n(n2)C(c2cccc(OC)c2OC)C2=C(CCCC2=O)N3)cc(OC)c1OC (stereo unspecified)	3	0	-18	1	22	0	-4	i	-21	8
O=C(NNC(=S)NCc1ccccc1)c1ccc(OC(F)F)cc1	2	-2	4	-3	8	-5	-15	i	-21	2
CCc1cc(=O)oc2c(C)c(OC(C)C(=O)NCC3CCC(C(=O)O)CC3)ccc12 (stereo unspecified)	4	-3	12	0	20	-6	0	i	3	-1
COC(=O)c1ccc(N(C(=O)CNC(=O)c2ccco2)C(C(=O)NC2CCCC2)c2ccco2)cc1 (stereo unspecified)	-4	3	-26	-1	10	-1	2	i	-7	0
CCOc1ccc(-c2cc(CCCC(=O)NCCc3ccccc3)no2)cc1	-1	-7	-15	-1	36	-37	-28	i	62*	2
Cc1cccc(-n2ccnc2SCC(=O)Nc2nccs2)c1C	2	6	-2	1	-7	7	-1	i	-4	0
COc1ccc(-n2cnc3cc(NCc4ccccn4)ccc32)cc1	-1	-2	-28	1	22	17	5	i	-30	-2
COc1cc(/C=N/Nc2nn3cnnc3c3ccccc23)ccc1O	1	3	9	2	9	4	-3	i	-21	12
CN(C)C(=O)NC1CCCCCCCCCCC1	3	-2	-3	-4	9	-3	-8	i	14	4
C=CC[n+]1c(-c2ccc(OC)cc2)csc1NNC(=O)Nc1ccccc1	2	3	-43	-4	0	54*	26	i	-17	-2
Cn1c(C(=O)NCCN2CCOCC2)cc2sccc21	2	-5	-32	0	32	-1	4	i	-57	4
COc1cc2c(cc1OC)CN(CC(=O)Nc1cccc(C)c1)CC2	-4	1	-17	-1	-11	11	0	i	4	-5
CCC(C)[C@H](NC(=O)[C@@H]1CSC2c3ccccc3C(=O)N21)C(=O)NCC1CCCO1 (stereo partly specified)	0	2	3	0	5	-13	-1	i	10	2

The list continues:
SMILES	GSK3B inh	HSP90 inh	KLF5 inh	GSK3 alpha inh	AI-2 QS modul	HSF-1 act	HSF1 inhib	PolyA inhibitor	aSyn 5UTR inh	IEC-6 tox
Cc1ccnc(SCC(=O)Nc2cc(C)on2)n1	-1	-1	-28	-1	11	7	0	i	1	2
OC(CNCc1ccccn1)c1ccccc1 (stereo unspecified)	1	2	14	-3	10	-1	-2	i	2	3
CCOC(=O)c1sc(NC(=O)CN2CCCC2)c(C(=O)OCC)c1C	-1	-4	14	0	12	12	-5	i	-6	-3
Cc1ccc(C(=O)N(C)Cc2ccccc2)cc1S(=O)(=O)N1CCOCC1	1	1	-36	0	25	6	-8	i	-15	-3
S=C(Nc1ccc(Br)cc1)N1CCCC1	0	-1	-37	-2	39	12	11	i	-38	1
N/C(=N\S(=O)(=O)c1cc(C(F)(F)F)cc(C(F)(F)F)c1)c1cccs1	0	-2	-11	0	16	18	1	i	10	-10
COc1ccc2nc(N=Nc3c(O)ccc4ccccc34)sc2c1	2	6	-2	.	-8	-1	-9	i	-47	10
